# Source: PubChem BioAssay (several laboratories)
# IDE inh = human IDE inhibitors in live cells, primary screen, fluorescence polarization, HEK cells, FAbetaB substrate; Insulin-degrading enzyme (Homo sapiens), P14735; FAbetaB cleavage; inhibition, % at 5.59 µM; 0.41% of 320,000 active;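 active = percent inhibition above the average of all tested compounds plus 3 SD, set per screening campaign, cut at about 16% in these data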;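 also: IDE supplied by intact live HEK cells; FP after avidin binding of uncleaved biotin substrate so inhibition keeps polarization high; 0% = DMSO wells and 100% = 60 µM reference IDE inhibitor Ii1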
# IMP-1 inhibitor = IMP-1 metallo-beta-lactamase inhibitors, primary screen, biochemical, epi-absorbance readout, Pseudomonas aeruginosa enzyme; metallo-beta-lactamase IMP-1 (Pseudomonas aeruginosa); purified IMP-1, nitrocefin hydrolysis, epi-absorbance fluorescence; inhibition, % at 5.6 µM; 0.45% of 290,000 active;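 active = inhibition above the mean plus 3 SD of all compounds in the same screening run, cut at about 4.5% in these data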;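 also: 0% = IMP-1 with DMSO and 100% = DMSO wells lacking enzyme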
#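 Material – recombinant IMP-1 enzyme, purified · Amount – IMP-1 0.2 nM before substrate addition · Medium – HEPES buffer pH 7.1 with ZnSO4 and Brij 35 · Timing – 25 °C, 15 min preincubation, 25 min reaction · Measured by – plate fluorescence quenching by hydrolysis product, ex 480/em 530 nm · Read-out – percent enzyme inhibition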
# CRFR2-BP antag = antagonists of CRF-BP/CRF-R2 complex, primary screen, cell-based, HEK293, calcium dye fluorescence, uHTS. inhibition, % at 11.8 µM. CRF-induced calcium fluorescence. AID 588475, 2011. 0.59% of 350,000 active;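 active = inhibition of the ligand-induced calcium signal above about 50% at the single tested concentration, limit read from the data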
# GalR3 antagonist = GalR3 antagonists in HEK293 cells, primary screen, cell-based, fluorescence readout; 0.44% of 360,000 active; AID 651719, 2012; inhibition, % at 3 µM; HEK293 GalR3-CNG cAMP membrane potential fluorescence; galR3 body fused to GalR1 C-terminus;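 active = inhibition above the screen-wide average plus 3 SD, cut at about 13% in these data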;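 also: forskolin and galanin both at EC90 stimulate the cells; cAMP rise reported by CNG channel membrane potential dye signal; 0% = forskolin plus galanin with DMSO and 100% = forskolin alone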
# VIM-2 inhibitor = VIM-2 metallo-beta-lactamase inhibitors, primary screen, biochemical, epi-absorbance readout, Pseudomonas aeruginosa enzyme | purified VIM-2, nitrocefin hydrolysis, epi-absorbance fluorescence | inhibition, % at 5.6 µM | 0.89% of 290,000 active | AID 1527, 2009;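 active = inhibition above the mean of all tested compounds plus 3 SD, cutoff set per screening run, cut at about 7.5% in these data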;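 also: red hydrolysis product quenches plate fluorescence so inhibitors raise well fluorescence; 0% = enzyme with DMSO and 100% = DMSO without enzyme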
# NS3 helicase inh = inhibitors of HCV NS3 helicase, primary screen, biochemical, Cy5 molecular beacon fluorescence | Hepatitis C virus NS3 helicase | NS3 helicase DNA unwinding | inhibition, % at 10.9 µM | 0.56% of 290,000 active | AID 1800, 2009;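 active = inhibition above the mean of all tested compounds plus 3 SD, set per campaign, cut at about 35% in these data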;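 also: 0% = DMSO wells and 100% = thioflavine S control wells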
#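 Measured by: Cy5 fluorescence, 0 and 60 min reads / Assay system: NS3 helicase fragment of HCV / Control set: low DMSO, high thioflavine S at 110 µM / Times: 1 h reaction at 25 °C, ATP-initiated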
# UBC9 SUMO inh = inhibitors of in vitro SUMOylation cascade, primary screen, biochemical, HTRF, uHTS. inhibition, % at 35 µM. 0.36% of 290,000 active. HTRF SUMOylation assay, SAE1/SAE2 + UBC9; in the data active = inhibition above about 50%, passing the limit was not always enough; also: strong numbers were not always called active
# p-CIP stab down = p/CIP-EGFP fusion destabilizers, primary screen, fluorescence, F442A cells | 16 h | decrease of EGFP signal, % at 10 µM | 0.01% of 290,000 active;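 active = EGFP signal decrease of at least 30% at 10 µM or well 3 SD below plate mean, unless failing retest; inactive = the rest, including hits failing retest or dose response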; also: some compounds called inactive have numbers as strong as hits; many of its hits are not listed in these tables
# Target sequence (Q05BA5 1-1403): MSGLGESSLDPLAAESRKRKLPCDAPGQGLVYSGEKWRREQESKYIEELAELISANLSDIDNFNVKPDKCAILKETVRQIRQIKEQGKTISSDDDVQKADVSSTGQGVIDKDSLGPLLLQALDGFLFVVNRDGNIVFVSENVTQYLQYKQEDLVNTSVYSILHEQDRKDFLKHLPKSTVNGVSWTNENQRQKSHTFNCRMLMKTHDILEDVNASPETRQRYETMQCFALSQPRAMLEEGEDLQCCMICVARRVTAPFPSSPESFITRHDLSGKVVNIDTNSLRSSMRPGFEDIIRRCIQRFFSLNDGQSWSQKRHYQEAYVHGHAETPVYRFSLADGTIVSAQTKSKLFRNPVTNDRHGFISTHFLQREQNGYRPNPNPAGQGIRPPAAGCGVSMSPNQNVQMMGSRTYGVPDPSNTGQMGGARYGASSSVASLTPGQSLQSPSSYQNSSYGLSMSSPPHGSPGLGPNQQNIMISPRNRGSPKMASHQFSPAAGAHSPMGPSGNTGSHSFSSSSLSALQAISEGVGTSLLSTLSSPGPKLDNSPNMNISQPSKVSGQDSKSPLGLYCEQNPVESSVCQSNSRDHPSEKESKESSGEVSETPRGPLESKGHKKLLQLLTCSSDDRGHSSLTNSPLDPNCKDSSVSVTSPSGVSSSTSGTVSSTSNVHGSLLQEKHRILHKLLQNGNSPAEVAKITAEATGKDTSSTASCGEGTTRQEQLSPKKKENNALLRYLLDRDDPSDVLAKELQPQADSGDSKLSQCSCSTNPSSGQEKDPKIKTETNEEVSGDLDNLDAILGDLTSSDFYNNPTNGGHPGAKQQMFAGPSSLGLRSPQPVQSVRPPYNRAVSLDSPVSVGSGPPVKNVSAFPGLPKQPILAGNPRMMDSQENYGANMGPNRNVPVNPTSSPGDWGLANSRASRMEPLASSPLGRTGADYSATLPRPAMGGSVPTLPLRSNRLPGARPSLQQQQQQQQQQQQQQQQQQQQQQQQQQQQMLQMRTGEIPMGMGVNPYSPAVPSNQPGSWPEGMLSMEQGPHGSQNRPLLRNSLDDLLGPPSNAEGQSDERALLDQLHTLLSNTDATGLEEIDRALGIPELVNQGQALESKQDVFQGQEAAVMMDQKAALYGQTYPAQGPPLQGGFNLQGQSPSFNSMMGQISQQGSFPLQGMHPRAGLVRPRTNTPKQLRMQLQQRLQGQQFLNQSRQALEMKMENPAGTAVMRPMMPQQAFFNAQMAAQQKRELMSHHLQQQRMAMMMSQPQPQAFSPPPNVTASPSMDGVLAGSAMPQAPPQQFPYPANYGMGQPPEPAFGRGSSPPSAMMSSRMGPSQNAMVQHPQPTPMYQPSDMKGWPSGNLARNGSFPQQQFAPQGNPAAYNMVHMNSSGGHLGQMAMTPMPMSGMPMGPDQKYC
# IDE cell activ = human IDE activators in live cells, primary screen, fluorescence polarization, HEK cells, FAbeta-B substrate. Insulin-degrading enzyme (Homo sapiens), P14735. FAbeta-B cleavage; 0% vehicle, 100% cell-free pure enzyme wells. activation, % at 5.96 µM. 0.073% of 340,000 active;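 active = activation above the mean of all tested compounds plus 3 SD, set per screening campaign, cut at about 17% in these data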
# The depositor's hits bear a star; x = no result given.
SMILES,IDE inh,IMP-1 inhibitor,CRFR2-BP antag,GalR3 antagonist,VIM-2 inhibitor,NS3 helicase inh,UBC9 SUMO inh,p-CIP stab down,IDE cell activ
Cc1ccc(C)c(NC(=S)N2CCN(CCO)CC2)c1,0,-1.5,4,-4,-2.3,3,3,-17,-1
COc1ccc(-n2ncc3c2CC(C)(C)CC3NC(=O)CCCN2CCCC2=O)cc1 (centres undefined),2,-3.4,2,-7,-1.1,1,-3,-12,3
CSc1cc(C)c(OCC(=O)Nc2c(C)nn(C)c2C)c(C)c1,-4,-0.9,23,-1,0.4,4,-4,-17,-4
S=C(c1cccs1)N1CCCC1,-1,-1.3,13,2,0.3,2,10,-12,0
O=C(Nc1ccc(Br)cn1)c1ccc(Cl)s1,3,-3.6,-20,-12,-2.7,10,11,-8,-10
C#CCn1c(=NC(=O)c2cc(-c3cccs3)nc3ccccc23)sc2cc(S(N)(=O)=O)ccc21,3,-2.1,-13,-1,1.9,6,-17,-2,3
CC(C)CC(=O)N1CCC(O)(CS(=O)(=O)Cc2ccccc2Cl)CC1,10,-2.4,10,-4,-1.3,4,-3,-12,3
O=C(CCS(=O)(=O)c1ccc(Br)cc1)Nc1cc(F)ccc1F,-4,-0.8,-28,-3,-1.1,4,2,-6,7
O=C(c1cc(-c2ccccc2)on1)N1CCc2ccccc2C1,1,-0.7,-35,-7,-4.7,-12,-8,3,3
O=C(O)CC1c2ccccc2C=Cc2ccccc21,-3,x,15,-2,x,x,x,x,10
CCc1nnc(NC(=O)CSc2nnc(CNc3cccc(Cl)c3)n2CC)s1,0,-4.6,0,-1,-5.3,2,4,-1,5
COc1ccc(C(=O)NN2CC(O)=C(c3nc4ccccc4n3C)C2=N)cc1OC,-5,-4.8,1,-3,-0.8,-1,20,2,7
COc1ccc(C(=O)C2CCCN(C(=O)c3cccnc3OC)C2)c(C)c1 (centres undefined),0,-2.2,8,-6,-3.8,-7,-3,-6,3
Nc1nonc1-n1nnc(C(=O)N/N=C/c2ccc(Br)cc2)c1CSC1=NCCS1,7,-1.2,-75,-1,0.3,-4,1,-5,-5
CC(C)(C)OC(=O)C[C@@H]1C/C=C\C[C@H](CC(=O)N[C@@H](CO)Cc2ccccc2)C(=O)N[C@H](Cc2ccccc2)COC1=O,1,x,-1,-4,x,x,x,x,3
COc1ccccc1N(C(=O)CCl)c1cn(C(C)=O)c2ccccc12,-2,-2.2,2,-1,-1.2,-2,10,-14,2
Cc1nc(CCNC(=O)CC2C(=O)NCCN2Cc2ccccc2)sc1C (centres undefined),1,5.0*,2,-4,-0.8,-3,-10,-6,5
COc1ccc(OCCOC(=O)c2ccc(-n3cnnn3)cc2)cc1,-3,-2.3,9,-3,-0.6,-6,11,-4,-2
CN(C)CCN(C(=O)c1ccc(S(=O)(=O)N(C)c2ccccc2)cc1)c1nc2cc3c(cc2s1)OCCO3,-2,-2.5,-15,0,-1.8,8,18,-1,3
O=C1c2ccccc2C(=O)N1OCCOCCOCCBr,0,-1.9,9,-2,-3.3,1,10,-4,4
COc1ccccc1C(=O)N(NC(=O)Oc1ccccc1)C(C)(C)C,1,-3.2,-1,-1,-2.3,-5,10,-11,5
COc1ccc(NC(=O)C(NC(=O)CC2NC(=O)NC2=O)c2ccccc2)cc1 (centres undefined),-1,-2.4,-41,2,-1.2,0,0,-6,8
Cc1ccc(C(C)(O)CS(=O)(=O)Cc2ccccc2Cl)cc1 (centres undefined),0,0.8,-8,-12,1.5,1,-8,-3,-2
O=C(CSc1ncn[nH]1)NCCOc1ccccc1,1,-4.5,-6,0,-1.9,7,8,5,3
CCc1cc(=O)oc2c3c(cc(OCC(=O)NCCCn4ccnc4)c12)OC(C)(C)CC3,4,-3.8,2,-7,46*,5,32,4,-1
C=CCN1C(=O)C(Cc2ccc(SC(F)F)cc2)SC1=Nc1ccc(C(=O)O)cc1 (centres undefined),-6,-4.0,14,-8,-1.3,6,24,-5,2
CCn1c(=O)cc(OCC(=O)NCC2CCCO2)c2ccccc21 (centres undefined),-1,-3.1,-5,0,-2.1,6,8,5,2
CCOc1ccc(CCNC(=O)CSCc2ccc(C)cc2)cc1OCC,1,-3.8,-1,-3,-2.6,-2,7,-8,1
CCOc1ccc(NC(=O)NCCN2CCN(c3cccc(C)c3C)CC2)cc1,-3,-4.2,-28,-11,-1.8,-49,7,-15,-3
O=C(COC(=O)/C=C/c1cccc(Cl)c1)NC1CC1,-2,x,3,-5,x,x,x,x,-3
Cc1csc(C2=C(O)CN(c3ccc4c(c3)OCCOCCOCCOCCO4)C2=N)n1,x,-1.0,15,-4,-0.3,3,7,-18,6
O=C(O)c1ccc(CSc2nc3ccccc3o2)cc1,7,-3.4,-24,-4,-1.4,12,25,-10,-2
C=CCNC(=O)COc1coc(CN2CCN(Cc3ccccc3)CC2)cc1=O,0,2.5,10,4,-0.1,11,-8,-11,5
COc1ccc(Nc2nnc(SC(C(=O)Nc3ccc(OC)c(Cl)c3)c3ccccc3)s2)cc1 (centres undefined),3,-4.8,-44,-1,-3.1,-15,-14,2,0
COC(=O)c1cc(C(=O)c2cc(F)ccc2O)cn2c(=O)c3c(C)c(C)sc3nc12,5,-2.7,-14,-3,-0.9,5,-8,-34,3
COc1ccc(/C=N/NC(=O)c2ccc(Cn3cc([N+](=O)[O-])cn3)o2)c(OC)c1C,2,-2.1,10,-4,-1.9,-5,0,-5,1
O=C(COc1ccc(S(=O)(=O)N2CCOCC2)cc1)NCCN1CCOCC1,-4,-1.8,-7,-7,-2.2,1,1,-17,2
Cc1cccc(NC(=S)N/N=C(\c2ccccc2)C(C)C)c1,4,-1.8,18,-5,-3.1,10,-4,-12,9
Cc1ccc(/C=N/NC(=O)c2ccc(NC(=O)c3ccc(Cl)cc3)cc2)o1,0,-3.7,-1,5,-3.2,4,1,9,2
O=C(c1ccc(OC2CCN(Cc3ccc(F)cc3)CC2)cc1)N1CCCC1,5,-2.4,-1,-3,-1.0,3,-3,-1,5
Cc1nn(C)c(C)c1CN(C(=O)CCc1nnc(Cc2c[nH]c3ccccc23)o1)C(C)C,8,-0.7,-10,-5,-1.5,-2,14,-1,7
CCOc1ccc(S(=O)(=O)N2CCOCC2)cc1NC(=O)CN1C(=O)NC(C)(c2ccccc2)C1=O (centres undefined),0,x,-2,2,x,x,x,x,1
Cc1ccccc1Oc1cc(-n2ncc(Cl)c(Cl)c2=O)ncn1,-10,-1.2,65*,-1,-2.5,-3,-80,-11,2
CC(C)CN1C(=O)CC(Sc2ccccc2C(=O)O)C1=O (centres undefined),9,0.0,-8,-6,-1.8,7,9,-10,0
CCOP(=O)(OCC)C(NC(=O)Nc1ccc(C)c(Cl)c1)c1ccccc1 (centres undefined),-4,-2.2,-52,-4,-0.1,-11,-13,2,1
CC1CC(C)CN(C(=O)CNS(=O)(=O)c2ccc(Br)s2)C1 (centres undefined),-2,-2.3,-7,0,1.4,1,-1,-1,7
CN(C)c1nc(OCCOC(=O)COc2ccc(Cl)cc2Cl)nc(N(C)C)n1,5,-2.0,-13,-5,-3.1,-1,8,-8,3
C/C(=N/NC(=O)CNC(=O)C(c1ccccc1)c1ccccc1)c1ccco1,3,-1.0,6,-3,-0.6,-2,14,0,1
CCOc1ccccc1CNC(=O)C1CCN(c2nnc(C)c3c(C)n(-c4ccc(C)cc4)nc23)CC1,1,0.9,1,-1,-1.7,-80,-1,-10,4
C=CCNC(=O)Nc1ccc2oc(C)nc2c1,6,-1.9,5,-2,0.1,-7,-20,8,0
# (list continues)
SMILES,IDE inh,IMP-1 inhibitor,CRFR2-BP antag,GalR3 antagonist,VIM-2 inhibitor,NS3 helicase inh,UBC9 SUMO inh,p-CIP stab down,IDE cell activ
O=C(COC(=O)c1cc(-c2ccco2)nc2ccccc12)NCc1ccccc1,4,-1.7,8,0,-2.2,16,30,3,0
CNCC(=O)N1CCN(c2ncc(C(F)(F)F)cc2Cl)CC1,3,-3.3,4,-2,-1.2,3,-12,4,4
COC(C)(C)[C@H](O)COc1c2ccoc2cc2oc(=O)ccc12,3,-2.2,-6,-1,-1.7,-6,25,-4,5
CC(=O)Nc1ccc(C(=O)NCCN2CCOCC2)cc1,8,-2.0,-2,1,-2.1,3,0,3,2
Cc1ccc(N)cc1NC(=O)CN1CCOCC1,6,-2.9,-1,-2,-0.5,20,-13,-14,1
Cc1cc(CNC(=O)c2cc(COc3c(F)cccc3F)on2)nn1C,-1,-1.0,-5,-3,0.1,-21,8,8,-1
CCOC(=O)n1c(=O)oc2cc(S(=O)(=O)N3CCCCC3)ccc21,0,1.2,21,x,-2.5,-11,-5,-4,4
Cc1ccccc1C(=O)Nc1ccccc1N1CCCCC1,1,-2.1,-14,-6,2.9,-10,-9,-10,-3
COc1ccccc1C(=O)NNC(=O)C(=O)NC(C)C,3,-3.9,24,-4,-2.4,-3,4,0,1
CC(NC(=O)c1ccc(-c2ccccc2)cc1)C(c1ccccc1)N1CCOCC1 (centres undefined),1,x,19,-7,x,x,x,x,5
O=C(C1CCCO1)N(c1cccc(Cl)c1)C1C=CS(=O)(=O)C1 (centres undefined),1,-1.5,-22,-3,-2.3,5,22,-10,2
N#Cc1ccccc1NC(=O)CSc1cn[nH]n1,3,-1.4,-3,-7,-0.3,34,-3,-13,2
O=C(c1ccc(Br)o1)N1CCN=C1SCc1cccc(F)c1,3,-0.9,11,-1,-4.7,5,14,-17,-1
O=C1CCc2cc(S(=O)(=O)N3CCN(Cc4ccc5c(c4)OCO5)CC3)ccc2N1,0,-3.0,25,-7,-3.5,-10,1,-15,5
Cc1cccc(N2CCN(C(=O)c3cc(S(=O)(=O)N4CCCC4)cn3C)CC2)c1C,2,-2.2,-38,x,-1.6,-23,11,3,-1
Cc1nc(NC(=O)COC(=O)C(C)NC(=O)c2ccccc2)c(Cl)cc1Cl (centres undefined),3,x,-4,-4,x,x,x,x,2
Cc1ccccc1C(=O)NCCOc1ccccc1Cl,-1,-0.9,2,-11,-1.4,1,-14,7,7
